Screening data from PubChem.
VLA-4 inh = inhibition in human VLA-4 binding assay, primary screen, VLA-4 allosteric modulator project, MLPCN library, flow cytometry, VLA-4 expressing cells | Integrin alpha-4 (Homo sapiens), P13612 | inhibition, % (about 7 µM as worked out from the volumes in the protocol) | AID 2557, 2010 | ligand binding flow cytometry | actives 0.2% (n = 330,000); in the data active means inhibition above about 50%
GRK2 aptamer HTS = compounds blocking aptamer binding on GRK2 – biochemical, human GRK2, bead flow cytometry, HTS, primary screen; Beta-adrenergic receptor kinase 1 (Homo sapiens), P25098; FAM-aptamer displacement from GRK2; inhibition of aptamer binding, % at 10 µM; actives 0.59% (n = 330,000);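 active means inhibition of aptamer binding above 40%, roughly 3 SD of noise, on plates passing a quality check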;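 further: median bead fluorescence of bound FAM aptamer so fluorescent compounds give negative values; no value below 0 was filed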
MEX-5 binding = MEX-5 zinc finger RNA-binding disruptors – biochemical, C. elegans, fluorescence polarization, MLPCN library, primary screen. MEX-5/FITC-TCR2 RNA binding; active compounds read low. AID 1832, 2009. activity score (negative = inhibition of binding), % at 10 µM. Zinc finger protein mex-5 (Caenorhabditis elegans), Q9XUB2. actives 0.38% (n = 300,000);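 active means inhibition past about -25% in most replicates, and total fluorescence under double the plate's negative control median, limit read from the data; inconclusive means replicates evenly split on the limit, or fluorescence at least double controls; inactive means too little inhibition in most replicates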;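 further: 0% = DMSO and -100% = 5 µM competing unlabeled TCR2 RNA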
Target sequence (Q9XUB2 whole entry, looked up): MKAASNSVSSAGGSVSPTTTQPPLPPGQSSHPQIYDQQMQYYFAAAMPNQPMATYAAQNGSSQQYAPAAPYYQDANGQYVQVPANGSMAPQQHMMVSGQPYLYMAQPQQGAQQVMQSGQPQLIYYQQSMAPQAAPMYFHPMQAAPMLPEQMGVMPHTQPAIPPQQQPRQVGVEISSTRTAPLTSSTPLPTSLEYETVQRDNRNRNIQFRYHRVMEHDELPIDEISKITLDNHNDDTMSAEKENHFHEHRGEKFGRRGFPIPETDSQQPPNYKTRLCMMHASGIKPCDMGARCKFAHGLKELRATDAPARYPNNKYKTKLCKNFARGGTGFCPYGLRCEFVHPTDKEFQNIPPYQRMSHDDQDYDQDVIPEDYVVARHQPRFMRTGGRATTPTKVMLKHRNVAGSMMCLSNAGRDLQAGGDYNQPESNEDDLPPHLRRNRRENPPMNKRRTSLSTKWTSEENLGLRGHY
Efflux pump mplx = inhibitors of Candida efflux pumps in yeast, primary screen, S. cerevisiae, Nile Red, multiplex; S. cerevisiae Candida pump triplex; inhibition, % at 10 µM; actives 0.44% (n = 330,000); AID 485275, 2010;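 active means plate passing quality check with inhibition over a set limit, or well fluorescence over plate mean plus 4 SD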;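 further: Nile Red retained in pooled yeast measured as flow cytometry median fluorescence; 0% = buffer negative control and 100% = Enniatin B positive control; higher means more Nile Red kept so more efflux inhibition; some compounds called inactive have numbers as strong as hits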
PME-1 primary = PME-1 inhibitors via competitive probe labeling, primary screen, biochemical, fluorescence polarization, FP-Rh probe, HTS; recombinant PME-1; inhibition, % at 5.9 µM; actives 0.53% (n = 320,000);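 active means inhibition above the campaign mean of all compounds plus 3 SD, cut at about 26% in these data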;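 further: competitive labeling of PME-1 active site by serine hydrolase directed probe; 0% = PME-1 with DMSO and 100% = wells lacking PME-1 enzyme; inhibitors block probe labeling so polarization falls and inhibition rises; many of its hits are not listed in these tables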
GLD-1 RNA inh = GLD-1/TGE RNA complex disruptors, primary screen, biochemical, fluorescence polarization; Female germline-specific tumor suppressor gld-1 (Caenorhabditis elegans), Q17339; purified GLD-1 + fluorescein TGE RNA; inhibition, % at 5.96 µM; actives 0.44% (n = 320,000); AID 2280, 2010;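 active means percent inhibition above a per-plate cutoff, the plate mean of test compounds plus 3 SD, cut at about 30% in these data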;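 further: 0% = DMSO wells with GLD-1 and probe and 100% = wells lacking GLD-1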
MCL1-BIM inh = inhibitors of MCL1 binding to BIM-BH3, primary screen, biochemical, fluorescence polarization. Induced myeloid leukemia cell differentiation protein Mcl-1 (Homo sapiens), Q07820. GST-MCL1 / FITC-Bim-BH3 fluorescence polarization. inhibition, % at 10.9 µM. actives 0.68% (n = 320,000);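 active means inhibition above the mean inhibition of all tested compounds plus 3 SD, set per campaign, cut at about 40% in these data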;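 further: 0% = DMSO wells and 100% = unlabeled Bim-BH3 peptide control; higher means more loss of mP so more displacement of Bim peptide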
Target sequence (Q07820 whole entry, looked up): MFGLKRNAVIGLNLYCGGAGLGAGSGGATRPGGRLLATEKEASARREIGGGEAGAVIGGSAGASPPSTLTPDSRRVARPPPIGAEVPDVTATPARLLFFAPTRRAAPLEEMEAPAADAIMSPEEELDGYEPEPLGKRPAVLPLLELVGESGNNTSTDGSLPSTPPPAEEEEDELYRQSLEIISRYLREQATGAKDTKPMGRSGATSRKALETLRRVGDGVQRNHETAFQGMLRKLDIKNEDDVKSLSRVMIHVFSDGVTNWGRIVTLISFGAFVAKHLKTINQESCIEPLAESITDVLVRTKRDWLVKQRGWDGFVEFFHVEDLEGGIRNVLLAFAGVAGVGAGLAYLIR
Bcl-xL primary = inhibitors of human Bcl-xL, primary screen, biochemical, fluorescence polarization, HTS. AID 2129, 2009. inhibition, % at 10.9 µM. Bcl-2-like protein 1 (Homo sapiens), Q07817. actives 0.7% (n = 320,000). GST-Bcl-xL / FITC-Bim BH3 peptide fluorescence polarization;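 active means inhibition above the mean of all tested compounds plus 3 SD, cutoff set per campaign, cut at about 30% in these data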;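 further: 0% = DMSO wells and 100% = unlabeled Bim-BH3 peptide competitor; inhibitors lower millipolarization by displacing the labeled peptide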
Target sequence (Q07817 whole entry, looked up): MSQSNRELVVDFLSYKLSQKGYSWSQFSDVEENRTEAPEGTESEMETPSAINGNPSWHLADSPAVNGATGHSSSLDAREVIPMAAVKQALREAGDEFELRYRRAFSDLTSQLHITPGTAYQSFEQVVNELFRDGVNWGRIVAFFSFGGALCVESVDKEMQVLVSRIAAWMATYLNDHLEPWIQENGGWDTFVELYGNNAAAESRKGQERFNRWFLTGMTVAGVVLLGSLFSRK
Fam108B inh = mouse Fam108B serine hydrolase inhibitors, primary screen, counter-screen for RBBP9 inhibitor project, biochemical, fluorescence polarization; actives 0.33% (n = 300,000); inhibition, % at 9.51 µM; recombinant Fam108B, FP-Rh probe fluorescence polarization;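 active means inhibition above the screen mean inhibition plus 3 SD, computed separately per campaign, cut at about 18% in these data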;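 further: inhibitors lower polarization as less probe binds the enzyme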
* hit, by the source's call; ? = inconclusive; / = no result given.

SMILES	VLA-4 inh	GRK2 aptamer HTS	MEX-5 binding	Efflux pump mplx	PME-1 primary	GLD-1 RNA inh	MCL1-BIM inh	Bcl-xL primary	Fam108B inh
Cc1cccc(CSc2ccc3nnc(-c4ccccn4)n3n2)c1	-2	2	0.9	0.0	-1	6	0	5	3
O=C1OCc2ccc(NC(=O)C3CC3)cc21	1	0	-2.0	-0.7	3	-2	2	-2	0
Cc1cccc(C(=O)NNC2=C(C(=O)C(F)(F)F)CCC2)c1O	3	0	-2.3	0.0	-8	-1	8	4	8
CN(C)S(=O)(=O)c1cc(NC(=O)COC(=O)/C=C/c2ccco2)ccc1Cl	2	4	-1.0	0.0	5	-3	13	6	5
O=C(c1ccccc1)c1ccc(O)cc1O	-26	0	?	0.1	-4	79*	154*	134*	-4
Cc1cc(NCc2ccccc2)n2ncc(-c3ccccc3)c2n1	7	0	2.5	-0.1	1	5	-6	2	8
CC1CC(NC(=O)/C=C/C(=O)O)CC(C)(C)C1 (stereo unspecified)	14	2	-4.1	0.1	-2	5	-2	-5	-1
O=C(O)c1ccc(N/C(=N\S(=O)(=O)c2ccc(Cl)cc2)c2ccccc2)cc1	4	0	1.1	0.3	0	1	-2	4	-1
CCOC(=O)c1ccc(CSc2nnc(-c3ccncc3)n2N)cc1	23	0	-3.8	0.0	-4	-4	-2	3	-4
CCCCCC(=O)N/N=C/c1cccs1	-6	0	-0.7	0.0	-7	0	-3	0	-1
Cc1ccccc1OCC(=O)NC(=S)Nc1ccccc1N1CCN(S(C)(=O)=O)CC1	5	1	2.4	-0.1	3	4	3	6	-9
CCOc1ccc(/C=N/NC(=O)c2c(-c3ccccc3)noc2C)cc1	13	1	3.8	0.1	0	6	2	7	-1
Cc1c(OCc2ccc([N+](=O)[O-])cc2)ccc2c3c(c(=O)oc12)CCC3	-25	0	-1.3	-0.2	4	1	-1	3	3
O=C(CCS(=O)(=O)c1ccccc1)Nc1ccc(-c2nc3ccccc3s2)cc1	4	0	1.0	0.1	-9	0	-25	-3	-9
O=C(Oc1ccc(Oc2ccccc2)cc1)N1CCC(O)CC1	3	3	2.6	0.0	0	2	0	4	-10
CCCCCNCc1ccc(Br)cc1	2	0	-0.3	-0.2	-8	-2	-3	-3	-5
Cc1cc(NC(=O)c2ccc(F)cc2)n(CCOC(=O)c2ccc(F)cc2)n1	-1	0	-1.3	0.2	-7	4	-3	5	2
Cc1ccccc1CN1C[C@@H]2C[C@@H](c3cn[nH]c3-c3ccc(F)cc3)N3CCC[C@@]23C1=O	5	6	0.2	-0.3	13	-4	-5	2	1
Cc1onc(-c2c(F)cccc2Cl)c1C(=O)N=C(N)N1CC(C)OC(C)C1 (stereo unspecified)	-48	0	0.2	-0.1	-2	1	-10	2	1
CCOc1ccc(C(=O)CCC(=O)NNC(=O)CCN2CCN(c3ccccc3)CC2)cc1	1	0	/	0.1	/	-3	/	/	/
O=C(N/N=C/c1ccc(Sc2nc3ccccc3s2)c([N+](=O)[O-])c1)c1ccccn1	6	0	2.5	0.0	-1	7	2	3	4
O=C(N/N=C/c1ccncc1)c1cccc(NC(=O)c2ccc(Cl)cc2)c1	24	0	-0.2	-0.1	-3	4	-40	-18	-1
NC(=O)N/N=C/c1ccc(OCc2cccc(Cl)c2)cc1	-10	0	-0.9	0.3	4	0	4	7	0
N=C1C(c2ccc(Br)cc2)=C(O)C2CCc3ccccc3N12 (stereo unspecified)	11	0	/	-0.1	13	2	3	4	3
Cc1occc1C(=O)N1CCN(c2ccc([N+](=O)[O-])cc2)CC1	-9	16	-2.5	0.0	2	-1	-4	1	2
NC(=O)C(=O)N/N=C1\CCc2ccccc21	14	2	-2.1	0.3	-2	3	-2	7	-2
CN(CC(=O)Nc1ccc(F)c(F)c1F)C(=O)C1CCCC1	-30	3	/	0.0	-7	0	-10	-4	/
COc1ccc(C(=O)Nc2cccc3c2CCCC3)c(OC)c1	8	0	/	-0.1	-2	1	6	2	0
O=C(CN1C(=O)NC2(CCCC2)C1=O)OCc1cccc(Br)c1	4	2	/	0.1	-3	-3	-3	-6	/
CCOC(=O)c1ccc(N2C(=O)CC(Nc3ccc(CCO)cc3)C2=O)cc1 (stereo unspecified)	12	0	-1.1	0.0	0	-1	-2	7	-8
C=C(C)Cn1c(C(C)NC(=O)CCC)nc2ccccc21 (stereo unspecified)	14	0	1.0	0.1	-9	6	2	4	-4
CC(=O)Nc1cccc(-c2csc(Nc3ccc(Cl)cn3)n2)c1	2	1	-0.5	0.2	25	2	-7	-1	8
FC(F)(F)c1ccc(Cl)c(N/N=C/c2ccc(N3CCOCC3)s2)c1	0	0	2.8	-0.5	11	-7	-2	6	6
COc1cc(C2CC(=O)Nc3n[nH]c(-c4ccccc4)c32)cc(OC)c1OC (stereo unspecified)	0	3	-2.1	0.5	1	-5	4	8	2
O=c1c2ccccc2ncn1-c1ccccc1F	-1	1	-0.8	0.0	-4	-2	-1	7	-1
COc1ccc(-c2[nH]n(-c3ccc([N+](=O)[O-])cc3)c(=O)c2C=NCC2CCCO2)cc1 (stereo unspecified)	17	2	-4.5	0.2	2	3	-3	6	-2
COc1ccc(-c2nc(CS(=O)(=O)CC(=O)NC3CCCCC3C)c(C)o2)cc1 (stereo unspecified)	1	0	-0.8	0.0	-2	9	7	3	0
Cc1c(Cl)cccc1Nc1nc(N)nc(CN2CCc3ccccc3C2)n1	-3	0	-1.0	-0.1	2	1	4	5	3
CC1=NC(=O)C(N=Nc2cccc(O)c2)N1c1ccccc1 (stereo unspecified)	7	0	-1.2	-0.1	30*	6	-20	-9	4
COc1ccc(C(=O)Nc2c(F)c(F)c(F)c(F)c2F)c(OC)c1	2	1	0.6	0.2	1	5	3	3	-5
O=C(Nc1ccccc1)[C@@H]1CC=C[C@@H]2CCN(Cc3ccccc3)C(=O)[C@@H]21	/	/	0.4	/	0	4	-6	-2	0
COc1ccc(NC(=O)/C(N=Nc2cc(S(=O)(=O)Nc3ccc(OC)cc3)ccc2OC)=C(\C)O)cc1	25	6	-3.3	0.4	2	0	5	5	1
Cc1cccc(OCCCn2c(=O)oc3ccccc32)c1	5	1	2.7	-0.1	6	2	-2	5	0
COc1cc(OC)c2c(-c3ccccc3)cc(=O)oc2c1C(CCN1CCCCC1)c1ccc(N(C)C)cc1 (stereo unspecified)	-2	0	0.6	0.0	2	1	2	1	-1
Cc1ccc2cc(C)c3nnc(SCC(=O)NCc4ccco4)n3c2c1	4	5	-3.2	0.0	3	-12	11	1	-3
COc1cc(NC(=O)C2=CC(c3ccco3)=NS(=O)(=O)N2C)cc(OC)c1OC	-3	0	-2.4	0.0	0	1	0	4	0
CCCc1ccc(-c2csc(NC(=O)Cc3cccs3)n2)cc1	-4	0	-1.0	-0.4	3	16	3	0	1
Cc1ccc(-n2c3c(c(=O)[nH]c2=O)C(NS(=O)(=O)c2ccc(Cl)cc2)(C(F)(F)F)C(=O)N3)cc1 (stereo unspecified)	4	2	-1.3	-0.1	3	3	3	8	-3
CCC1=Nc2cc(C(=O)NCC3CCCO3)ccc2Sc2ccc(Cl)cc21 (stereo unspecified)	2	2	-0.5	-0.3	-4	3	1	3	-1
O=C(Cc1ccc(F)cc1)Nc1cccc(S(=O)(=O)N2CCCC2)c1	7	0	-4.5	0.0	7	4	0	3	2
COc1ccc(C)cc1NC(=S)NNC(=O)c1ccccc1Cl	11	0	/	-0.1	-1	-1	2	7	2
CCOC(=O)C1CCCN(C(=O)c2ccc(Cl)c(S(=O)(=O)N3CCCCCC3)c2)C1 (stereo unspecified)	0	0	1.7	0.5	10	5	-1	0	0
FC(F)(F)c1cccc(Cn2cnc(NC(=S)NCCc3ccccc3)n2)c1	4	1	0.7	0.1	-2	-1	9	7	3
O=C(/C=C\c1ccccc1OC(=O)c1ccccc1F)c1cc2ccccc2o1	-18	3	1.5	-0.2	-20	3	-4	5	-16
O=C1Nc2ccc(S(=O)(=O)N3CCCC3)c3ccc(S(=O)(=O)N4CCCC4)c1c23	11	18	-1.3	0.0	15	4	6	8	-1
COc1ccccc1C/C(N)=N/OC(=O)COc1ccc2ccccc2c1	-1	0	0.6	0.0	-2	7	-3	-1	0
O=C1CN(C(=O)CNCc2ccc(Cl)cc2)c2ccccc2N1	0	0	0.1	0.5	0	-1	2	4	2
O=C(N/C(=C/c1cccc([N+](=O)[O-])c1)C(=O)N1CCCCC1)c1ccco1	-28	0	-3.4	-0.1	1	-7	4	0	1
O=C(NCCc1ccccc1Cl)C1CCC(=O)N(CC2CCCCC2)C1 (stereo unspecified)	2	0	4.1	0.2	3	2	-1	-4	-1
Cc1nnn(C23C[C@@H]4C[C@@H](CC(C(=O)N5CCN(c6ccccc6)CC5)(C4)C2)C3)n1	3	1	-0.4	0.0	-1	-1	7	5	-2

(continued)
SMILES	VLA-4 inh	GRK2 aptamer HTS	MEX-5 binding	Efflux pump mplx	PME-1 primary	GLD-1 RNA inh	MCL1-BIM inh	Bcl-xL primary	Fam108B inh
CN(C(=O)CCCN1C(=O)c2ccccc2C1=O)C1CCCCC1	0	4	/	-0.1	1	-6	4	3	/
COC(=O)c1cccc(NC(=O)CCCOc2ccccc2)c1	27	0	0.2	-0.1	-2	0	3	0	-6
O=C(NNC(=S)NC(=O)c1cccnc1)c1ccc(F)cc1	0	2	-2.7	0.0	-3	7	4	2	-6
Cc1cc(OC(C)C(=O)NCc2ccccn2)c2c(C)c(C)c(=O)oc2c1 (stereo unspecified)	3	0	-4.5	-0.5	2	3	2	1	-2
CSC1=NCCN1C(=O)COc1ccc2ccccc2c1	19	0	3.1	0.1	0	4	1	-4	3
COCCNC(=O)CS(=O)(=O)Cc1nc(-c2ccc(C)cc2)oc1C	1	0	1.7	0.1	-8	3	-2	-1	-3
Cc1ccc(N(Cc2ccco2)C(=O)c2ccc(N3CCCCC3)c([N+](=O)[O-])c2)cc1	-8	12	1.5	0.2	-3	8	0	0	-2
O=C(NCc1ccccc1)c1ccc(CS(=O)(=O)Cc2ccccc2F)o1	-6	0	1.8	-0.1	-4	4	-2	3	-1
COc1ccc(OC)c(S(=O)(=O)Nc2ccccc2C(=O)O)c1	-1	10	1.5	0.0	-6	6	7	0	3
Cc1ccc([C@H]2C(C(=O)O)=CC[C@@H](c3ccc(C)cc3)N2S(=O)(=O)c2ccccc2C)cc1	39	4	/	0.5	/	4	/	/	/

One compound at a time (already shown). Order of screens: VLA-4 inh, GRK2 aptamer HTS, MEX-5 binding, Efflux pump mplx, PME-1 primary, GLD-1 RNA inh, MCL1-BIM inh, Bcl-xL primary, Fam108B inh
Results for Cc1ccccc1OCC(=O)NC(=S)Nc1ccccc1N1CCN(S(C)(=O)=O)CC1 → 5, 1, 2.4, -0.1, 3, 4, 3, 6, -9
Results for C=C(C)Cn1c(C(C)NC(=O)CCC)nc2ccccc21 (stereo unspecified) → 14, 0, 1.0, 0.1, -9, 6, 2, 4, -4

These rows are one share of the data, so the mix of outcomes need not match the whole.
